APP transl inh – inhibitors of APP translation via 5'UTR reporter, primary screen, APP 5'UTR luciferase, SH-SY5Y cells | SH-SY5Y APP 5'UTR-luciferase reporter, luminescence | actives 0.82% (n = 190,000) | inhibition, % at 2 µM | AID 1285, 2008;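 active means inhibition above a set limit, derived from the sample mean plus 3 SD, cut at about 45% in these data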; further: values of inactives mirror those of a sister screen read the other way
Diaphorase inh – diaphorase inhibitors and chemical oxidizers, primary screen, counter-screen for diaphorase-coupled primary assays, biochemical, uHTS, resorufin fluorescence | inhibition, % at 20 µM | actives 0.69% (n = 190,000) | diaphorase resazurin-to-resorufin fluorescence, NADH, 16 min; bacterial (C. kluyveri) enzyme, not human;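 active means primary screen inhibition at 20 µM above a set limit, cut at about 50% in these data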;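 further: plate controls were DMSO with full reaction for no effect and wells lacking NADH for full effect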
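Detection: fluorescence of resorufin formed from resazurin, Ex 544/Em 590 nm; test system: Clostridium kluyveri diaphorase enzyme; amount: 0.14 U/mL diaphorase, enzyme working solution; times: 16-min room-temperature incubation before reading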
APP 5'UTR act – activators of APP 5'UTR luciferase reporter, primary screen, SH-SY5Y cells | SH-SY5Y APP 5'UTR luciferase reporter, luminescence; zero percent = DMSO vehicle wells | activation, % at 2 µM | actives 1% (n = 190,000);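 active means activation above a set limit, based on mean plus 3 SD of controls, cut at about 140% in these data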; further: values of inactives mirror those of a sister screen read the other way
NF-kB neuron act – activators of NF-kB expression in neurons, primary screen, cell-based, HTS; human neuronal cells, NF-kB reporter expression; stronger effect = higher value; fold change at 12.5 µM; actives 1.6% (n = 190,000); in the data active means fold change above about 3.3
G6PDH CS – L. mesenteroides G6PDH inhibitors, counter-screen for G6PDH-coupled screening assays, biochemical, Leuconostoc mesenteroides enzyme; Purified L. mesenteroides G6PDH, diaphorase/resazurin coupled fluorescence, 45 min; glucose-6-phosphate dehydrogenase [Leuconostoc mesenteroides]; actives 0.12% (n = 200,000); inhibition, % at 5 µM; in the data active means inhibition above about 50%
FLuc stim CS – FLuc activators, initial screening, artefact control for FLuc-dependent activation tests, biochemical, ATPlite luminescence. 200,000 tested, under 10 active. ATPlite luciferase biochemical, 10 min; 0 = ATP-free wells, 1 = DMSO control. activation factor at 10 µM. Luciferin 4-monooxygenase (Photinus pyralis), P08659;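 active means luciferase activation factor, scaled between plate controls, of at least 2 with compound at 10 µM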
Target sequence (P08659 whole entry, looked up): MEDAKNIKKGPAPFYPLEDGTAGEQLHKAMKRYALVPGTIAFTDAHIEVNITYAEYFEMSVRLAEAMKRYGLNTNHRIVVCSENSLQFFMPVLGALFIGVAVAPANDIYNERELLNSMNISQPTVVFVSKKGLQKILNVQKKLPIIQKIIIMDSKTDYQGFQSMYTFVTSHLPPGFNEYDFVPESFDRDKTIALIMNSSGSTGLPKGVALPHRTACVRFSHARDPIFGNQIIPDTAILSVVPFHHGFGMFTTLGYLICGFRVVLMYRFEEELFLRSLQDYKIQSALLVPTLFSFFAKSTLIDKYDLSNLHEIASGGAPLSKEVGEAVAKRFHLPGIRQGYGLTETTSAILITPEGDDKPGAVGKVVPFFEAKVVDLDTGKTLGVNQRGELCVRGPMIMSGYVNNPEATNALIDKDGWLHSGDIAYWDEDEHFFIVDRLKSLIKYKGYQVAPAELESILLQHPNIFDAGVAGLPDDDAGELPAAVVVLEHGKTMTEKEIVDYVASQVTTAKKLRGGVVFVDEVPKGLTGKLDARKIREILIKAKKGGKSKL
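Assay system: Luciferase/luciferin reagent mix; Medium: PBS as buffer for the ATP substrate; Dosing: test compounds dosed from 2 mM stocks in 100% DMSO; Times: 10 min, room temperature; Signal: luminescence from luciferase reaction; Read-out: luciferase activation; Controls: No-ATP low control, compound-free enzyme-plus-ATP high control.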
FLuc inh counter – firefly luciferase enzyme inhibitors, primary screen, artefact control for luciferase-based inhibitor screens, biochemical, luminescence, ATPLite; Luciferin 4-monooxygenase (Photinus pyralis), P08659; 10 min; inhibition, % at 10 µM; actives 1.5% (n = 200,000);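 active means inhibition above about 50% when tested at 10 µM, limit read from the data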
STAT1 activator – STAT1 signaling activators, primary screen, cell-based, HTS, luciferase reporter | actives 2.6% (n = 200,000) | activation (% of control), % at 5.5 µM | NIH 3T3 STAT1-luciferase reporter, IFN-gamma, luminescence; 100% = IFN-gamma alone, no compound;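 active means activation above the screen-wide mean activation plus 3 SD, cut at about 130% in these data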;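 further: raw ratio to IFN-gamma control signal so 100% means no change and 0% no light; values of inactives mirror those of a sister screen read the other way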
Diaph act CS – compounds boosting diaphorase resazurin reduction – biochemical, uHTS, resorufin fluorescence, counter-screen for diaphorase-coupled primary assays, primary screen. AID 1229, 2008. actives 0.005% (n = 190,000). activation factor at 20 µM. Diaphorase/resazurin coupled assay, 16 min; stronger effect = higher value; 1 = vehicle wells, 0 = NADH-free wells;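 active means diaphorase activity raised at least twofold by the compound at 20 µM; inactive means activation factor below 2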
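Material: purified diaphorase enzyme from Clostridium kluyveri; Also added: 0.114 mM NADH and 0.1 mM resazurin, final amounts; Doses: single compound dose of 20 µM, 1% DMSO final; Times: 16 min enzyme reaction, ambient temperature; Detection: resorufin fluorescence, excitation 544 nm, emission 590 nm; Measure: increased resorufin signal from activators or reducing compounds.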
TLR4 MyD88 comp – inhibitors of TLR4-MyD88 association in cells, primary screen, cell-based, HeLa CL3-4, BLA complementation, FRET ratio. actives 0.18% (n = 200,000). Toll-like receptor 4 (Homo sapiens) + Myeloid differentiation primary response protein …. inhibition, % at 8.4 µM. HeLa CL3-4 TLR4/MyD88 BLA complementation. AID 861, 2007; in the data active means inhibition above about 25%;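 further: 0% = vehicle and 100% = reference inhibitor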
Active calls of the source: *.

Start of the data: the first 5 compounds (preview)
Order of values: APP transl inh, Diaphorase inh, APP 5'UTR act, NF-kB neuron act, G6PDH CS, FLuc stim CS, FLuc inh counter, STAT1 activator, Diaph act CS, TLR4 MyD88 comp
1) CC(C)(C)NC(=O)C(c1ccsc1)N(CCc1ccccc1)C(=O)Cn1nnc2ccccc21 (stereo not drawn)
  11, -10, -11, 1.4, 7, 1.1, -5, 98, 1.1, -15
2) CC(NC(=O)C1CCCN1C(=O)OCc1ccccc1)c1ccccc1 (stereo not drawn)
  -14, 11, 14, 1.1, 10, 1, -2, 105, 0.9, 3
3) CC(C)(C=O)C1=CC(=O)c2ccccc2C1=O
  80*, 16, -81, 0.97, 45, 0.9, 9, 88, 0.8, -9
4) CS(=O)(=O)N(CC(O)Cn1c2ccccc2c2ccccc21)c1ccccc1 (stereo not drawn)
  3, 24, -3, 0.64, 3, 1.1, -6, 93, 0.8, -4
5) CS(=O)(=O)NCc1ccc(C(=O)O)cc1
  -22, -9, 22, 1.3, 2, 1, -4, 100, 1.1, 9

The whole of this part, repeating the preview:
Order of values: APP transl inh, Diaphorase inh, APP 5'UTR act, NF-kB neuron act, G6PDH CS, FLuc stim CS, FLuc inh counter, STAT1 activator, Diaph act CS, TLR4 MyD88 comp
1) CC(C)(C)NC(=O)C(c1ccsc1)N(CCc1ccccc1)C(=O)Cn1nnc2ccccc21 (stereo not drawn)
  11, -10, -11, 1.4, 7, 1.1, -5, 98, 1.1, -15
2) CC(NC(=O)C1CCCN1C(=O)OCc1ccccc1)c1ccccc1 (stereo not drawn)
  -14, 11, 14, 1.1, 10, 1, -2, 105, 0.9, 3
3) CC(C)(C=O)C1=CC(=O)c2ccccc2C1=O
  80*, 16, -81, 0.97, 45, 0.9, 9, 88, 0.8, -9
4) CS(=O)(=O)N(CC(O)Cn1c2ccccc2c2ccccc21)c1ccccc1 (stereo not drawn)
  3, 24, -3, 0.64, 3, 1.1, -6, 93, 0.8, -4
5) CS(=O)(=O)NCc1ccc(C(=O)O)cc1
  -22, -9, 22, 1.3, 2, 1, -4, 100, 1.1, 9
6) COc1ccc(OC)c(NC(=S)N2CCN(c3ccccn3)CC2)c1
  17, 15, -17, 0.94, 3, 1.1, -6, 102, 0.9, 4
7) Cc1ccc(C(=O)NC(=O)OCCn2c(C)cnc2[N+](=O)[O-])cc1
  -28, -2, 28, 1.1, 1, 1, -1, 93, 1, 1
8) CC(=O)c1cccc(NC(=S)NC(=O)c2ccccc2Br)c1
  10, 17, -10, 1.2, 5, 1, -2, 114, 0.8, 5
9) CCC(C)NCCOc1ccccc1C (stereo not drawn)
  -30, -10, 30, 0.94, 12, 1, 0, 104, 1.1, 18
10) O=C(NC(=S)N(CCCCO)C1CCCCC1)c1sc2ccccc2c1Cl
  -18, 72*, 18, 0.96, 8, 1, -3, 93, 0.3, -5
11) Fc1ccc(Nc2nc3ccccc3s2)cc1
  -107, 14, 107, 3.3*, 1, 0.9, 9, 146*, 0.9, -4
12) CCn1c(/N=C/c2ccccc2NS(=O)(=O)c2ccc(C)cc2)nc2ccccc21
  5, 8, -5, 1.2, 0, 1.1, -9, 91, 0.9, 5
13) CCc1ccc(C2=NN(C(=O)OC)C(O)(C(F)(F)F)C2)cc1 (stereo not drawn)
  -136, -8, 136*, 3.2, 6, 0.3, 73*, 66, 1.1, -14
14) CCn1c(SCC(=O)N2CCN(S(=O)(=O)c3ccccc3)CC2)nnc1-c1cccs1
  -9, 11, 9, 0.93, 0, 1.1, -7, 99, 0.9, 2
15) O=C(c1ccccc1F)N1CCN=C1c1ccccc1
  3, 2, -3, 1.1, 12, 1.1, -10, 99, 1, 1
16) O=C(NC1CCCC1)C(c1ccc(N2CCOCC2)cc1)N(Cc1ccccc1)C(=O)c1ccco1 (stereo not drawn)
  -8, 12, 9, 0.98, 10, 1, -4, 107, 0.9, -16
17) O=C(NC1CCCC1)c1ccc(CNc2c(N3CCOCC3)c(=O)c2=O)cc1
  -7, 0, 7, 1.2, 0, 1, -1, 106, 1, -3
18) CC1CN(C)C(C)C/C1=N\Oc1ccc([N+](=O)[O-])cc1 (stereo not drawn)
  -3, -11, 3, 1.9, 8, 1, -4, 102, 1.1, -16
19) Cc1[nH]nc2c1C(c1ccc3c(c1)OCO3)C(C#N)=C(N)O2 (stereo not drawn)
  6, 27, -6, 1.6, -5, 1, -2, 100, 0.7, -16
20) Cc1ccccc1OCC(O)Cn1nnc2ccccc21 (stereo not drawn)
  -40, 4, 40, 2.6, -3, 1, 0, 142*, 1, -2
21) CCOC(=O)c1[nH]ncc1CN1CCCC(C(=O)c2cccc3ccccc23)C1 (stereo not drawn)
  -19, -5, 19, 1.1, 7, 1, -2, 100, 1.1, -8
22) O=C(Nc1ccc(N2CCCCC2)cc1)c1ccc2c(c1)OCCO2
  -135, 14, 135*, 3.8*, -3, 0.4, 65*, 133*, 0.9, 2
23) O=[N+]([O-])c1cc2c(cc1C=Nc1ccccc1)OCO2
  -3, 53*, 3, 1.1, 6, 1, -4, 99, 0.5, -8
24) COc1ccc2oc(=O)c(C(=O)N3CCN(c4ccccc4F)CC3)cc2c1
  -1, 15, 1, 1, -22, 1, 0, 103, 0.8, -9
25) CCN(CC)C(=O)CSc1nnc([C@@H](NC(=O)OC(C)(C)C)C(C)C)o1
  -21, 18, 21, 0.85, 3, 1.1, -7, 102, 0.8, 10
26) O=C(Nc1nnc(-c2ccco2)o1)c1ccc(S(=O)(=O)N2CCCC2)cc1
  -3, -3, 3, 1.3, 10, 1, -1, 103, 1, -14
27) COc1ccccc1NC(=S)N(Cc1ccco1)Cc1cc2cc(C)c(C)cc2[nH]c1=O
  92*, 16, -92, 1.3, 6, 1.1, -7, 92, 0.8, -3
28) Cc1c(CCO)sc[n+]1CC(=O)OCCC12CC3CC(CC(C3)C1)C2
  1, 5, -1, 1.4, 1, 1, -4, 100, 1, 5
29) CC(=O)N1CSCC1C(=O)O (stereo not drawn)
  6, 6, -6, 1.1, -1, 1, -4, 112, 0.9, 3
30) Cc1ccc(S(=O)(=O)Oc2ccc(/C=N/NC(=O)c3cccnc3)cc2)cc1
  -19, 20, 19, 1.1, 14, 1, -3, 108, 0.8, -1
31) CCOC(=O)CSc1nnc(Cc2ccccc2)n1CC1CCCO1 (stereo not drawn)
  -2, 3, 2, 1, 17, 1.1, -8, 101, 1, -2
32) Cc1cc(C(=O)NC(C)c2ccccc2)c2cc(F)ccc2n1 (stereo not drawn)
  9, 7, -9, 1, 0, 1.1, -5, 98, 0.9, 10
33) CC(C)(C)c1ccc(/C=C/C(=O)Nc2nncs2)cc1
  -168, 10, 168*, 1.2, 11, 0.8, 16, 126, 0.9, 1
34) CCOC(=O)c1[nH]c(C)c(C(=O)Nc2ccc(F)cc2)c1C
  -18, 13, 18, 1.1, 6, 1.1, -6, 100, 0.9, -10
35) O=C(CSc1nnnn1-c1ccccc1)Nc1ccc(N2CCOCC2)c(Cl)c1
  -7, 17, 7, 0.96, 5, 1, -4, 95, 0.8, -2
36) COc1ccc(/C=C2\COc3ccccc3C2=O)cc1OC
  -16, 22, 16, 1.1, 10, 0.9, 11, 93, 0.8, -6
37) Cc1nn(-c2ccccc2)c2c1C(c1cccs1)C(C#N)=C(N)O2 (stereo not drawn)
  -6, 27, 6, 1.1, 11, 1.1, -6, 87, 0.7, -1
38) CCCCOC(=O)C1=C(C)Nc2ncnn2C1c1ccc(OC)c(OC)c1 (stereo not drawn)
  -10, 16, 10, 0.96, 7, 1, -2, 94, 0.8, -4
39) C=CCc1cccc(/C=N/NC(=O)CCCNc2ccc(C)cc2)c1O
  -15, 16, 15, 0.95, -21, 1.1, -6, 102, 0.8, -6
40) CC(Oc1ccccc1)c1ccn[nH]1 (stereo not drawn)
  7, 6, -7, 1.1, 16, 1, -2, 96, 0.9, 11
41) Cn1nnnc1SCCNS(=O)(=O)c1ccccc1
  19, -1, -19, 1.1, 0, 1, 0, 111, 1, -17
42) Cc1ccc(NC(=O)CN(C)C(=O)CCCN2C(=O)c3ccccc3C2=O)cc1
  12, 2, -12, 1, 4, 1, -3, 96, 1, 8
43) C=CCN1CC2(c3ccccc3)CN(CC=C)CC(c3ccccc3)(C1)C2=O
  -2, 8, 2, 0.91, 8, 1.1, -6, 102, 0.9, -1
44) CCCC1S/C(=N/N=C/c2ccc(OC)cc2)N(Cc2ccc(OC)cc2)C1=O (stereo not drawn)
  -30, 11, 30, 0.93, 3, 1.1, -6, 104, 0.9, 1
45) CCCn1c(-c2ccccc2)nc2c(=O)n(C)c(=O)[nH]c21
  -7, 6, 7, 1.1, 9, 1, 0, 98, 0.9, 0
46) CC(C(=O)NCCc1ccc(F)cc1)N1CCN(Cc2ccccc2)CC1 (stereo not drawn)
  1, -10, -1, 1.2, 5, 1, -2, 103, 1.1, -11
47) CCOc1ccccc1N(CC(=O)Nc1cccnc1)S(=O)(=O)c1ccc(C)cc1
  -1, 22, 1, 1.1, 5, 1.1, -7, 97, 0.8, -10
48) CS(=O)(=O)c1ccc2c(c1)SC1=NC(=O)/C(=C/c3ccco3)C(=N)N12
  -2, 20, 2, 0.96, 2, 0.9, 13, 102, 0.8, 2
49) CC1=NN(c2ccccc2)C(=O)C1(C)C
  -16, 7, 16, 1, 18, 1.1, -10, 108, 0.9, -14

The order is random. About 5.6% of those tested had a hit in this group.
